Screening results from PubChem.
Pf gamet viab: P. falciparum stage V gametocyte viability inhibition; P. falciparum stage V gametocytes, ATP luminescence, 24 h; inhibition, % at 10.9 µM; actives 0.065% (n = 150,000);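 active = inhibition above the mean plus 3 SD of compounds within the control limits, set per campaign, cut at about 38% in these data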;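 also: 0% = DMSO wells and 100% = medium only without gametocytes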
Avidin bead fluor: compound fluoresces at 488/530 nm on avidin beads | compound fluorescence 488/530 nm, flow cytometry; stronger effect = higher value | fluorescence (KMESF) at 10 µM | actives 0.38% (n = 220,000) | AID 1775; in the data active = fluorescence above about 47; also: inactives centre near 10
HRas wt GTP: human HRas wildtype GTP binding, change in either direction; P01112; actives 0.14% (n = 190,000); GTP binding activity, % at 10 µM; GST-Ras wt beads, Bodipy-FL-GTP binding, flow cytometry; actives lie on both sides;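 active = GTP binding activity at least 20% away from the 100% baseline, either lowered as inhibitor or raised as activator; inconclusive = flagged as likely green fluorescent, judged across all proteins in the well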;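 also: 0% = unlabeled GTP competition control and 100% = no-compound control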
Target sequence (P01112 whole entry, looked up): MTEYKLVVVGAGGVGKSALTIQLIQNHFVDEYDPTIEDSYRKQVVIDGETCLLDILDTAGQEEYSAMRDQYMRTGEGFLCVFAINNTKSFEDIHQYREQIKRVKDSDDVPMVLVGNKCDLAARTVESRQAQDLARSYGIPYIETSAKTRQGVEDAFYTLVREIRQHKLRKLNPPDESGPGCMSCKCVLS
ABCG2 block: blocks JC-1 efflux by human ABCG2 transporter. IgMXP3 cells, flow cytometry. Q9UNQ0. inhibition, % at 6.6 µM. actives 0.1% (n = 190,000);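 active = inhibition above 80%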;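 also: 0% = DMSO and 100% = nicardipine control wells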
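Times: 10 min at 25 °C | Test system: Two drug-resistant human cell lines, ABCG2 and ABCB1 | Quantity: 3 million cells/mL final, two lines in 1:1 ratio | Signal: Flow cytometry, 530 nm JC-1 signal | Dosing: Compound at 6.6 µM | Controls: Nicardipine and DMSO wells | Reagent: JC-1 as fluorescent efflux pump substrate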
Rac1 mut GTP: alters GTP binding to activated mutant human Rac1. GST-Rac1 activated beads, fluorescent GTP binding, flow cytometry; actives lie on both sides; 100% means binding = to untreated wells. actives 0.11% (n = 190,000). percent activity (GTP binding), % at 10 µM. P63000. AID 764;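 active = GTP binding at least 20 percentage points away from the 100% baseline, in either direction, so actives lie on both sides; inconclusive = Compound likely fluorescent itself, or too few beads counted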
Mcl1-Noxa inh: disrupts binding of human Mcl-1 to Noxa peptide; Q07820; TR-FRET Mcl-1/Noxa peptide binding, 2 h; inhibition, % at 21.7 µM; actives 1.5% (n = 220,000);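 active = compounds that cut the protein-peptide binding signal by more than 50% relative to plate controls in a single-dose test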;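 also: His-tagged Mcl-1 with rhodamine Noxa BH3 peptide and terbium anti-His antibody; 0% = Mcl-1 plus Noxa peptide wells and 100% = peptide-only wells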
Target sequence (Q07820 whole entry, looked up): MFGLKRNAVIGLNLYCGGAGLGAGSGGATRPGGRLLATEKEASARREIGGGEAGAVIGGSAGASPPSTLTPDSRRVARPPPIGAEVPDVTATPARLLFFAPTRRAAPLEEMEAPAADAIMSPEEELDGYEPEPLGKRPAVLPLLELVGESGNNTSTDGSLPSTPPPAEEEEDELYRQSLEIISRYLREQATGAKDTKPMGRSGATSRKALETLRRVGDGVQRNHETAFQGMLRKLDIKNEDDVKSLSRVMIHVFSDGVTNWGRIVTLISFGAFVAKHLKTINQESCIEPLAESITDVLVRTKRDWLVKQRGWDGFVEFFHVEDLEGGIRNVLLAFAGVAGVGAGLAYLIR
ABCB1 block: inhibitors of human ABCB1 transporter, ABCG2 counter-screen; inhibition, % at 6.6 µM; actives 0.067% (n = 190,000); P08183; CCRF-Adr cells, JC-1 efflux, flow cytometry; in the data active = inhibition above about 40%;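 also: 0% = vehicle and 100% = reference inhibitor; higher value means more JC-1 retained so stronger ABCB1 efflux block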
Rac1 wt modul: modulators of human Rac1 wildtype GTP binding. P63000. GST-Rac1 beads, fluorescent GTP binding, flow cytometry; actives lie on both sides; 0 = cold GTP competed, 100 = untreated. GTP binding activity (% of control), % at 10 µM. actives 0.27% (n = 190,000);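 active = GTP binding activity at least 20 points away from the 100% control level, either lower or higher; inconclusive = compound flagged as likely green fluorescent, judged across all proteins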
Rab2 wt GTP: changes GTP binding to wildtype dog Rab2A, up or down | P61105 | GST-Rab2 wt beads, Bodipy-GTP binding, flow cytometry | GTP binding activity, % at 10 µM | actives 0.19% (n = 190,000) | AID 760;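 active = GTP binding activity at least 20 points away from 100%, either lowered or raised; inconclusive = signal likely due to the compound's own green fluorescence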;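 also: 0% = beads with excess unlabeled GTP and 100% = no-compound control corrected for plate trend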
Cdc42 wt GTP: modulators (inhibitors or activators) of GTP binding to human Cdc42 wildtype; percent activity (GTP binding), % at 10 µM; actives 0.2% (n = 190,000); GST-Cdc42 beads, Bodipy-GTP binding, flow cytometry; actives lie on both sides; P60953;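 active = percent activity GTP binding at least 20 points away from the 100% baseline, either down as inhibitor or up as activator; inconclusive = compound flagged as likely green fluorescent from well-wide comparison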;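 also: median bead fluorescence of bound Bodipy-FL-GTP at 100 nM; 0% = excess unlabeled GTP control and 100% = no compound control; below 100% means less GTP binding so inhibitor and above means activator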
Target sequence (P60953 whole entry, looked up): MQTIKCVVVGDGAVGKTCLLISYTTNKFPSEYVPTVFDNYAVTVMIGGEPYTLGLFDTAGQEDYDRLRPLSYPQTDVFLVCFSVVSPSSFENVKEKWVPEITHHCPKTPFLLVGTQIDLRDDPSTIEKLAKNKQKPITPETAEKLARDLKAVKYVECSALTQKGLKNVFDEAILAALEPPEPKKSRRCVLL
Rab7 wt modul: dog Rab7 wildtype GTP binding, inhibitors and activators; GST-Rab7 beads, fluorescent GTP binding, flow cytometry; actives lie on both sides; untreated = 100%, excess cold GTP = 0%; GTP binding activity (percent of control), % at 10 µM; actives 0.055% (n = 190,000);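 active = fluorescent GTP binding to Rab7 beads changed by at least 20 points from the 100% baseline, either direction, mostly lower; inconclusive = compound itself probably fluorescent, or too few beads counted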;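 also: median green fluorescence of bound Bodipy-FL-GTP per Rab7 bead population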
An asterisk follows results filed as active; ? = inconclusive; nt = no result given. Rows are unselected; overall some 2.3% were active at least once.

SMILES	Pf gamet viab	Avidin bead fluor	HRas wt GTP	ABCG2 block	Rac1 mut GTP	Mcl1-Noxa inh	ABCB1 block	Rac1 wt modul	Rab2 wt GTP	Cdc42 wt GTP	Rab7 wt modul
O=C(/C=C/c1ccc(Br)cc1)c1ccc(NC2=NCCCS2)cc1	7	2	98	7	98	49	3.6	112	96	95	100
CN(C(=S)NC1=CCS(=O)(=O)C1)C1CCCCC1	0	8	103	1	101	-6	0.2	103	101	105	101
O=C(Cc1cccs1)NNC(=O)C12CC3CC(CC(C3)C1)C2	15	8	97	0	96	5	-0.2	95	101	102	94
Cc1ccc(/C(COc2ccccc2O)=N\O)cc1	nt	8	99	3	97	12	0.4	101	100	99	102
CC/C(=N\NC(=S)Nc1cc(C)ccc1C)c1ccc(OC(F)F)cc1	nt	14	99	9	97	-44	-0.2	101	96	97	97
O=C(N/N=C/c1ccccc1)c1ccc(OCc2ccccc2)cc1	-24	6	100	3	96	-22	-0.4	103	98	99	95
COc1ccc(N(C(=O)c2ccco2)S(=O)(=O)c2ccc(F)cc2)cc1	nt	3	97	2	99	7	0.7	106	99	99	95
Cc1ccccc1CNC(=O)Nc1cccs1	nt	30	96	9	96	52*	0.6	97	95	94	94
CC(C)N1CCN(Cc2ccccc2-c2ccco2)CC1CCO (stereo unspecified)	7	11	96	1	100	9	0.2	103	96	97	91
Cc1noc(C)c1CSCC(=O)OCc1nc2ccccc2c(=O)n1CC#N	6	8	94	-3	93	7	-2.4	94	95	96	91
CC(C)CCOc1ccc(C(=O)N2CCCC2C(=O)O)cc1 (stereo unspecified)	6	10	96	0	92	26	0.2	97	95	94	103
COC(=O)C(C)Sc1nc2c(c(=O)[nH]c(=O)n2C)n1CCC(C)C (stereo unspecified)	nt	6	99	8	96	-17	0.8	97	98	98	98
CC(C)C1N(C(=O)CN2CCCCC2)CCN1S(=O)(=O)c1ccccc1 (stereo unspecified)	27	10	96	5	97	-3	0.4	97	97	97	93
CCOc1ccc(C(C)NC(=O)C2CCCC2)cc1 (stereo unspecified)	2	10	96	0	92	3	0.1	95	96	93	106
CC(C)n1c(C(O)c2ccc3c(c2)OCO3)nc2ccccc21 (stereo unspecified)	nt	12	98	2	99	-4	0.6	101	97	99	95
COc1c2c(nc3occc13)C(CC=C(C)C)(OC)C(=O)C=C2 (stereo unspecified)	-18	10	97	1	96	-5	0.3	99	96	98	99
Cc1cccc(C(=O)NCCCN2CCCC2=O)c1	2	22	98	3	101	-4	0.6	100	98	98	103
CSc1nnc(-c2cc[n+](C)cc2)n1CCO	3	2	102	0	100	13	nt	105	102	103	101
O=C(O)c1ccc(NCc2ccc(Br)cc2)cc1	-3	4	93	-1	96	15	-0.4	98	94	93	95
Clc1ccc(SCc2cc(-c3ccccc3)on2)cc1	-1	38	100	7	98	-10	0.6	105	101	104	98

Overlap with the part before: five compounds, then new ones.
SMILES	Pf gamet viab	Avidin bead fluor	HRas wt GTP	ABCG2 block	Rac1 mut GTP	Mcl1-Noxa inh	ABCB1 block	Rac1 wt modul	Rab2 wt GTP	Cdc42 wt GTP	Rab7 wt modul
COc1c2c(nc3occc13)C(CC=C(C)C)(OC)C(=O)C=C2 (stereo unspecified)	-18	10	97	1	96	-5	0.3	99	96	98	99
Cc1cccc(C(=O)NCCCN2CCCC2=O)c1	2	22	98	3	101	-4	0.6	100	98	98	103
CSc1nnc(-c2cc[n+](C)cc2)n1CCO	3	2	102	0	100	13	nt	105	102	103	101
O=C(O)c1ccc(NCc2ccc(Br)cc2)cc1	-3	4	93	-1	96	15	-0.4	98	94	93	95
Clc1ccc(SCc2cc(-c3ccccc3)on2)cc1	-1	38	100	7	98	-10	0.6	105	101	104	98
CC(=O)c1c(C(C)=O)c(C)n(C(c2ccccc2)c2ccccc2)c1C	2	5	95	1	95	11	1.1	96	96	95	100
Cc1ccccc1NC(=O)OCc1cccnc1Sc1ccc(Cl)cc1	15	34	?	1	?	7	0.2	?	?	?	?
CCOc1ccc(NC2=NCC(=O)N2Cc2cccs2)cc1	nt	12	103	4	98	5	0.3	105	101	104	100
CCC(C)[C@H](NC(=O)OC(C)(C)C)c1nnc(SCc2c(C)[nH]c(=O)[nH]c2=O)o1 (stereo partly specified)	nt	18	100	0	97	1	0.3	98	98	99	94
CCOC(=O)c1c(C)[nH]c(C(=O)OCC(=O)c2c(N)n(C)c(=O)n(C)c2=O)c1C	nt	8	94	2	97	-2	0.1	95	97	96	96
CCN=c1scc(-c2ccccc2)n1/N=C/c1ccccn1	nt	11	99	29	98	-2	0.4	101	97	97	100
c1ccc(CN2CCN(CCOCCOc3ccc4c(c3)CCC4)CC2)cc1	nt	2	97	-1	94	-3	-0.6	100	97	99	97
CCOC(=O)C(C)Oc1cccc2c(=O)n(CC(=O)NCCc3ccc(OC)c(OC)c3)ccc12 (stereo unspecified)	nt	4	100	0	99	21	0.1	101	103	98	100
CCN1CCN(CC(=O)N2N=C(c3ccc(OC)cc3)CC2c2ccc(OC)cc2)C(=O)C1=O (stereo unspecified)	-15	6	96	0	93	21	-0.1	104	95	98	96
COc1cc(CCC(=O)OCC(=O)NC2CCCC(C)C2C)cc(OC)c1OC (stereo unspecified)	8	11	95	18	94	-1	0.6	101	95	96	96
O=C(CN1C(=O)C2CCCCC2C1=O)OCc1nnc(-c2ccccc2)o1 (stereo unspecified)	2	10	99	4	99	10	0.8	101	96	97	98
COc1cccc2c(=O)c3cccc(N)c3[nH]c12	9	3	?	0	?	74*	-0.3	?	?	?	?
O=C(Nc1ccccc1N1CCOCC1)C1CCN(S(=O)(=O)c2ccccc2F)CC1	nt	15	101	43	99	20	0.6	105	97	102	102
CCN(CC)S(=O)(=O)c1cc(NC(=O)CCNC(=O)c2ccccc2Cl)ccc1C	nt	6	96	1	96	10	0.0	102	96	100	90
O=C(Cn1c(C(F)(F)F)nc2ccccc21)NCCCN1CCOCC1	5	7	93	1	92	-2	0.3	98	91	94	91
Brc1ccc(OCCCCCN2CCOCC2)cc1	-4	10	100	0	95	22	-0.1	106	98	98	96
COC(=O)c1ccccc1NC(=O)CSc1[nH]c(=O)cc(C)c1C#N	nt	14	91	6	92	1	0.5	96	91	94	90
CC(c1ccccc1)C1NC(C(=O)O)CS1 (stereo unspecified)	nt	5	100	1	100	-50	0.3	100	102	102	96
O=C(CSCc1ccccc1Br)NC1CC1	30	3	102	0	101	16	0.6	105	99	104	103
CCOc1cc(C(=O)N2CCCC2)cc(OCC)c1OCC	4	8	100	0	101	2	-0.1	100	101	101	98

An excerpt from above in order of the Rab7 wt modul value, ascending.
molecule | Rab7 wt modul
CCN(CC)S(=O)(=O)c1cc(NC(=O)CCNC(=O)c2ccccc2Cl)ccc1C | 90
O=C(Cn1c(C(F)(F)F)nc2ccccc21)NCCCN1CCOCC1 | 91
CC(c1ccccc1)C1NC(C(=O)O)CS1 (stereo unspecified) | 96
CCOc1ccc(NC2=NCC(=O)N2Cc2cccs2)cc1 | 100
O=C(CSCc1ccccc1Br)NC1CC1 | 103

Further entries
SMILES	Pf gamet viab	Avidin bead fluor	HRas wt GTP	ABCG2 block	Rac1 mut GTP	Mcl1-Noxa inh	ABCB1 block	Rac1 wt modul	Rab2 wt GTP	Cdc42 wt GTP	Rab7 wt modul
CCCCCCCCCC[n+]1cccc(C(=O)N(CC)CC)c1	-2	15	99	-3	100	-1	0.1	103	98	103	100
O=C(Nc1ccc(N2CCCC2)c(S(=O)(=O)Nc2cccc(C(F)(F)F)c2)c1)c1cccs1	nt	13	97	-7	99	-3	-0.3	100	99	96	96
CC(NCc1ccc2c(c1)OCO2)C(=O)N1CCc2ccccc21 (stereo unspecified)	nt	7	97	2	99	8	0.7	99	100	99	99
CC(C)c1nc(Cl)c(C#N)c2c1CSC(C)(C)C2	nt	6	100	-1	100	-12	0.2	102	101	98	98
Cc1ccc(C)c(NC(=O)c2ccc[n+](Cc3ccc([N+](=O)[O-])cc3)c2)c1	nt	26	101	5	98	11	0.9	102	100	99	104
N/C(Cc1ccc(Cl)cc1Cl)=N\OC(=O)Cc1cccs1	nt	13	97	0	98	-4	0.1	98	96	96	97
Brc1ccccc1-n1nnc(-c2cccnc2)n1	nt	6	96	0	93	-5	-0.2	96	95	94	101
NS(=O)(=O)c1ccc(NC(=O)CSc2nc3ccccc3n2-c2ccccc2)cc1	nt	12	96	-1	96	-31	-0.4	98	97	96	94
O=C1CC(N2CCCCCC2)C(=O)N1c1ccc2c(c1)OCO2 (stereo unspecified)	15	11	104	2	100	-7	0.8	103	103	104	105
CC1CCCCC1NC(=O)CC1Oc2ccccc2NC1=O (stereo unspecified)	nt	9	99	1	99	-16	-0.1	102	101	102	101
CCOCC(=O)Nc1nnc(SCCOC)s1	24	10	101	15	99	2	1.2	105	101	104	103
CCc1ccc2oc(-c3cc(N)ccc3Cl)nc2c1	nt	30	102	51	102	28	-0.2	104	103	102	100
COc1ccc(C(=O)O/N=C(/c2ccccc2)c2ccncc2)cc1	-2	6	94	-7	92	9	-2.6	95	94	89	99
CCc1nc2oc3ccccc3c(=O)c2c(=O)n1Cc1ccccc1	13	9	99	24	97	8	1.7	98	97	95	102
COc1ccc(OC)c(/C=N/NC(=O)CCCC(=O)Nc2cccc(Br)c2)c1	nt	5	96	10	97	2	0.5	96	96	96	92
COc1cc(C=O)ccc1OS(=O)(=O)c1ccc(NC(C)=O)cc1	6	16	102	44	100	5	0.7	105	101	102	96
Cc1cccc(CSC2=NCCN2C(=O)c2ccc(Br)o2)c1	nt	8	100	3	99	13	-0.1	107	100	101	99
